RGS4-Gao reg: modulators of RGS4 binding to Galphao, primary screen, biochemical, multiplexed bead flow cytometry; actives lie on both sides; AID 1415, 2008; binding response (% of control), % at 10 µM; Guanine nucleotide-binding protein G(o) subunit alpha (Homo sapiens), P09471; 0.33% of 220,000 active; in the data active means binding response below about 49% or above about 150%; inactive means in between;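 further: fluorescent Galphao activated with aluminum fluoride binding bead-coupled RGS4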
Target sequence (P09471 whole entry, looked up): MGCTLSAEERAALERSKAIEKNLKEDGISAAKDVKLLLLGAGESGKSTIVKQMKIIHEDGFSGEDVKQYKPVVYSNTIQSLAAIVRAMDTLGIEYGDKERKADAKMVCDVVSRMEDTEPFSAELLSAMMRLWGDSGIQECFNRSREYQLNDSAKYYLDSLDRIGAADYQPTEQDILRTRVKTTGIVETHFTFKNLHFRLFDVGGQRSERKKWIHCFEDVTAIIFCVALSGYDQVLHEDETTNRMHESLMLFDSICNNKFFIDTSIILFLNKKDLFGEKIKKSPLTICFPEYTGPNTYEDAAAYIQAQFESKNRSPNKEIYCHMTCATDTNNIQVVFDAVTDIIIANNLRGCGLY
RGS8-Gao: RGS8-Galphao binding modulators, primary screen, biochemical, multiplexed bead flow cytometry; Guanine nucleotide-binding protein G(o) subunit alpha (Homo sapiens), P09471; actives lie on both sides; response (percent of control binding), % at 10 µM; 0.34% of 220,000 active; AID 1423, 2008; in the data active means response below about 60% or above about 140%; inactive means in between;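 further: Galphao activated as the GDP aluminium fluoride complex binding bead-coupled RGS8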
RGS7-Gao reg: RGS7-Galphao binding modulators, primary screen, biochemical, multiplexed bead flow cytometry. Guanine nucleotide-binding protein G(o) subunit alpha (Homo sapiens), P09471. actives lie on both sides. binding response (% of control), % at 10 µM. 0.35% of 220,000 active. AID 1439, 2008; in the data active means binding response below about 49% or above about 150%; inconclusive means no clear call, values can overlap the other calls; inactive means in between;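 further: fluorescent Galphao held in activated GDP-AlF4 state binding bead-coupled RGS7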
Bim-Bcl-B: inhibitors of Bim-Bcl-B binding, primary screen, biochemical, multiplexed, human Bcl-2 family | bead-based flow cytometry, Bim peptide-Bcl-B binding | inhibition, % at 10 µM | 0.073% of 190,000 active | AID 951, 2007;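 further: 0% = tracer peptide without compound and 100% = reference inhibitor peptide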
Target sequence (Q9HD36 whole entry, looked up): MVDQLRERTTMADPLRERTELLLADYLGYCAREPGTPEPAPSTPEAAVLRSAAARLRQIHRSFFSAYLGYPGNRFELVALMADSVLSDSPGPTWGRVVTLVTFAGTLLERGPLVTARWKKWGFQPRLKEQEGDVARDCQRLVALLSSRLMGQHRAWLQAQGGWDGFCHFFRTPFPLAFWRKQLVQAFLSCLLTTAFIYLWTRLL
Bcl-2 Bim block: inhibitors of Bim-Bcl-2 binding, primary screen, biochemical, multiplexed, human Bcl-2 family | Apoptosis regulator Bcl-2 (Homo sapiens), P10415 | Bead-based flow cytometry, Bim peptide-Bcl-2 binding | inhibition, % at 10 µM | 0.06% of 190,000 active; in the data active means inhibition above about 40%; inconclusive means no clear call, values can overlap the other calls;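 further: 0% = no compound wells with probe peptide and 100% = reference peptide inhibitor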
Mcl1 Bid PPI: Mcl-1/Bid binding inhibitors, primary screen, biochemical, TR-FRET, 1536-well; TR-FRET Mcl-1/Bid-Dy647 peptide binding; 0.97% of 220,000 active; inhibition, % at 21.7 µM; AID 1021, 2008; Induced myeloid leukemia cell differentiation protein Mcl-1 (Homo sapiens), Q07820;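 active means compounds that cut the binding signal by more than half at the single screening dose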;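 further: His-tagged Mcl-1 with europium anti-His antibody binding Bid BH3 peptide; 0% = Mcl-1 plus peptide wells and 100% = peptide-only wells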
Target sequence (Q07820 whole entry, looked up): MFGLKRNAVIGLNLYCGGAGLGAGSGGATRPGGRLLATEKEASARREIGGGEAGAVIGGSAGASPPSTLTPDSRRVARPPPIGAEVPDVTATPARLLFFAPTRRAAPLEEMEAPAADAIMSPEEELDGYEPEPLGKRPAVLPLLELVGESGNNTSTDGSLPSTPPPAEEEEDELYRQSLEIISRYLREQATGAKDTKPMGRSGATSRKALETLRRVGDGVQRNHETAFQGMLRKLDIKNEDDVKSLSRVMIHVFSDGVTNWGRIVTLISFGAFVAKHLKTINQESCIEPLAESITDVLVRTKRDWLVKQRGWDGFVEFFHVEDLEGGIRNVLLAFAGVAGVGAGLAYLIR
Bim-Mcl-1: inhibitors of Bim peptide binding to Mcl-1, primary screen, biochemical, bead-based flow cytometry, multiplex. Induced myeloid leukemia cell differentiation protein Mcl-1 (Homo sapiens), Q07820. Bim peptide-Mcl-1 binding. inhibition, % at 10 µM. 0.1% of 190,000 active. AID 1009, 2008;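 further: 0% = no compound tracer wells and 100% = peptide blocker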
Bfl-1 Bim block: inhibitors of Bim binding to Bfl-1, primary screen, biochemical, multiplexed, bead-based flow cytometry; Bcl-2-related protein A1 (Homo sapiens), Q16548; Bim-Bfl-1 binding inhibition; inhibition, % at 10 µM; 0.12% of 190,000 active; AID 1008, 2008;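 further: 0% = wells without compound plus tracer and 100% = blocker peptide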
Bcl-W Bim block: inhibitors of Bim binding to Bcl-W, primary screen, biochemical, multiplexed, bead-based flow cytometry; inhibition, % at 10 µM; 0.02% of 190,000 active; Bim peptide-Bcl-W binding; Bcl-2-like protein 2 (Homo sapiens), Q92843; AID 952, 2007;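 further: 0% = bound tracer without compound and 100% = peptide blocker; higher means less fluorescent Bim peptide bound to Bcl-W beads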
Bcl-XL Bim block: inhibitors of Bim-Bcl-XL binding, primary screen, biochemical, multiplexed, bead flow cytometry, human Bcl-XL. Bcl-2-like protein 1 (Homo sapiens), Q07817. Bim peptide-Bcl-XL binding, fluorescence. 0.04% of 190,000 active. inhibition, % at 10 µM
Mcl1 Noxa PPI: Mcl-1/Noxa binding inhibitors, primary screen, biochemical, TR-FRET, 1536-well. 1.5% of 220,000 active. Induced myeloid leukemia cell differentiation protein Mcl-1 (Homo sapiens), Q07820. AID 1022, 2008. TR-FRET Mcl-1/Noxa peptide binding, 2 h. inhibition, % at 21.7 µM;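 active means compounds that cut the protein-peptide binding signal by more than 50% relative to plate controls in a single-dose test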;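 further: His-tagged Mcl-1 with rhodamine Noxa BH3 peptide and terbium anti-His antibody; 0% = Mcl-1 plus Noxa peptide wells and 100% = peptide-only wells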
Starred values were filed as active, the others as inactive; ? = inconclusive; nt = no result given. Unless noted, no stated cut-off is given here; in the data, active means inhibition above about 40%. Hits appear at their usual frequency; about 2.7% have a hit in one of these screens.

Fields – RGS4-Gao reg	RGS8-Gao	RGS7-Gao reg	Bim-Bcl-B	Bcl-2 Bim block	Mcl1 Bid PPI	Bim-Mcl-1	Bfl-1 Bim block	Bcl-W Bim block	Bcl-XL Bim block	Mcl1 Noxa PPI
COc1ccc(NCc2ccc(OC)c(OC)c2)cc1
→ 100	102	97	-8	-9	-4	0	-17	0	-4	1
O=C(NCc1ccc(Cl)cc1)C(=O)NCC1OCCN1C(=O)c1ccc(Cl)cc1 (centres undefined)
→ 98	98	102	-6	0	-19	-4	-5	-4	-7	-12
O=C(COC(=O)CCc1ccccc1)NC(c1ccccc1)c1ccccc1
→ 99	101	99	-8	-5	-17	-3	-17	-3	-7	23
CC(=O)Nc1ccc(NC(=O)C(C)n2nc(C)c([N+](=O)[O-])c2C)cc1 (centres undefined)
→ 97	98	96	-5	-3	-25	-1	-6	-5	-3	-4
CCC1CCCCN1C(=O)c1c(-c2ccccc2)noc1C (centres undefined)
→ 91	95	90	-9	11	-5	-13	-6	-7	-9	11
CCOC(=O)C(=CNc1ccc(-c2ccco2)c(Cl)c1)C(=O)OCC
→ 101	98	?	nt	nt	-66	nt	nt	nt	nt	11
COC1(OC)C(/C=C/c2ccc(C)cc2)C(C#N)(C#N)C1(OC)OC (centres undefined)
→ 105	98	107	-3	0	-12	-1	0	-2	-5	-9
c1cc2c(cc1Nc1nc(-c3ccc4c(c3)OCO4)cs1)OCCO2
→ 93	96	93	-5	-6	5	-3	1	0	-5	40
CC(C)CC(=O)Nc1cccc(C(=O)Nc2ccccc2C(=O)O)c1
→ 96	98	99	-3	-5	26	-3	-10	3	1	13
Fc1ccc(N2CCN(C(c3cccs3)c3nnnn3CCc3ccccc3)CC2)cc1 (centres undefined)
→ 101	101	100	-10	-13	-19	-6	-19	-3	-8	9
Cc1ccc(Nc2nnc(SCC(=O)NCCN3C(=O)CSC3=O)s2)cc1
→ 100	107	102	2	1	-6	4	0	0	-1	24
O=C(CSc1nnc2c(Cl)cc(Cl)cn12)N1CCN(c2ccc(F)cc2)CC1
→ 96	87	97	-2	0	-21	-3	0	-2	-3	21
COc1ccc(OCc2csc(N)n2)cc1
→ 94	96	103	-3	0	-34	2	-4	4	2	-5
Cc1nn2c(NC(C)C)c3c(nc2c1-c1ccccc1)CCC3
→ 74	94	?	nt	nt	-31	nt	nt	nt	nt	2
CC(C)(C)NC(=O)c1cccc(NC(=O)c2ccc(NC(=O)c3ccco3)cc2)c1
→ 99	101	102	5	1	-24	3	7	3	5	-18
CC(C)N1CCc2c(sc(NC(=O)CCc3ccccc3)c2C(N)=O)C1
→ 104	104	104	-4	0	-37	-2	-7	1	0	21
CC(C)[n+]1ccn(C2=C([O-])c3ccccc3C(=O)/C2=N\S(=O)(=O)c2ccccc2)c1
→ 108	105	?	nt	nt	84*	nt	nt	nt	nt	-1
O=C(CCl)Nc1ccc(-c2ccccc2)cc1
→ 104	100	95	0	1	-35	3	-3	1	-2	11
CC(C)CC(c1nnnn1CCc1ccccc1)N1CCN(C(=O)c2ccco2)CC1 (centres undefined)
→ 100	98	97	-10	-6	-4	-7	-18	-2	-12	20
CCOC(=O)N1CCN(C(=O)CN(c2ccc(Oc3ccccc3)cc2)S(C)(=O)=O)CC1
→ 102	100	100	-2	5	-3	0	0	-3	-4	-4
O=C(C1=C[C@H](c2ccc3c(c2)OCO3)C[C@H](OCc2ccc(CO)cc2)O1)N1CCCCCCC1
→ 102	102	104	-2	-3	-10	3	-3	0	1	-15
COCCCNC(=S)NCCNc1nc2cc(C)c(C)cc2cc1C#N
→ 98	101	97	-8	-2	-43	0	-2	-2	-1	-2
CCCCN(C)C(=O)CCC(=O)Nc1ccc2nc(N3CCN(C)CC3)cc(C)c2c1
→ 97	97	100	-3	0	-9	-2	-1	-1	-1	13
Nc1[nH]n(-c2ccccc2)c(=O)c1N=Nc1ccccc1
→ 90	95	?	nt	nt	-21	nt	nt	nt	nt	3
N#CCCN(Cc1cccs1)C(=O)Nc1ccccc1
→ 92	97	?	nt	nt	-3	nt	nt	nt	nt	-26
O=C(COC(=O)CN1C(=O)C2CCCCC2C1=O)NC1CCS(=O)(=O)C1 (centres undefined)
→ 100	102	97	-7	-9	-2	-6	-10	-5	-5	-1
CCCCCCCCCCCC(=O)NC(C(=O)OCC)C(O)c1cccc([N+](=O)[O-])c1 (centres undefined)
→ 91	94	93	-6	-4	-17	0	-13	5	-22	1
CCOC(=O)c1c(-c2cccc([N+](=O)[O-])c2)csc1NC(=O)C1CCCCC1
→ 96	99	97	nt	?	0	nt	nt	nt	nt	-14
O=C(NCc1ccccc1)c1cc[n+](Cc2ccccc2)cc1
→ 110	107	?	-1	-3	-18	-1	-4	0	-2	-1
CCOc1ccc(N=Cc2c(O)n(-c3cccc(C)n3)c(=O)c3ccccc23)cc1
→ 103	99	101	-4	-1	-48	-2	-2	0	-6	14
Cc1nn(-c2ccccc2)c(NC(=O)c2cccs2)c(-c2ccccc2Cl)c1=O
→ 101	99	?	nt	nt	24	nt	nt	nt	nt	-1
O=C(O)c1cc(C2CC2)nn1-c1ccccc1
→ 107	107	103	-10	-13	7	-5	-14	0	0	12
Cc1cc(N2CCCCC2C)nc(-c2ccccc2O)n1 (centres undefined)
→ 100	100	?	nt	nt	-18	nt	nt	nt	nt	-4
CC(C)(C#N)C(C)(C)c1nn[nH]n1
→ 102	103	99	-7	-3	-14	0	-4	6	0	10
Cc1ccc(OCC(=O)NCc2ccco2)c([N+](=O)[O-])n1
→ 102	100	?	-7	-4	80*	-3	-4	-1	-7	8
Nc1nonc1C(=O)OCC(=O)N1CCOCC1
→ 100	101	99	-2	0	-53	-1	0	1	-1	-5
COc1cc(C2NC(=S)NC(c3ccccc3)=C2C(C)=O)ccc1O (centres undefined)
→ 105	101	107	-33	1	-27	1	10	1	-2	3
COc1cccc(N(C(=O)c2ccco2)c2nc(-c3sc(NC(=O)c4ccco4)nc3C)cs2)c1
→ 95	96	100	-5	0	-47	1	0	0	-3	42
c1csc(-c2nc3ccccn3c2NC2CCCCC2)c1
→ 101	102	?	-2	-5	-33	3	-3	-2	-1	13
CCOc1ccc(N2Cc3ncccc3C2=O)cc1
→ 90	98	98	-6	-2	2	-3	-11	3	0	12
O=C1CC(NCC2CCCO2)C(=O)N1c1ccc(Cl)cc1 (centres undefined)
→ 98	99	96	-2	0	-11	0	-3	0	-5	1
CC(=O)NNc1ncnc2c1cnn2-c1ccc(C)c(C)c1
→ 101	101	104	-7	-3	-17	1	-8	-2	-7	-4
COc1cc(NC(=O)N2CCOCC2)cc(OC)c1
→ 106	101	104	0	0	-47	0	-1	0	0	4
COCCNC(=O)c1ccccc1NC(=O)c1cc(OC)cc(OC)c1
→ 101	100	102	-6	-11	-17	-7	-4	-3	-7	6
CCCn1c(=N)n(CC(=O)OCC)c2ccccc21
→ 102	104	103	-3	-3	7	0	2	0	-2	7
COc1cccc(NC(=O)CSc2nnc(Cn3nnc4ccccc43)n2C)c1
→ 100	105	102	-3	4	-6	0	0	0	-2	-9
CC1=CC(C)(C)Nc2ccc(OC(=O)CN3C(=O)c4cccc5cccc(c45)C3=O)cc21
→ 97	95	95	-3	-2	-31	-5	0	0	-2	0
CCC(CC)NC(=O)CCc1nc2ccccc2c(=O)[nH]1
→ 94	96	93	-5	-7	-13	0	-16	-1	-8	16
O=C(NNc1ccccn1)c1ccc(Cl)nc1
→ 92	96	90	-6	0	-61	-1	-1	-1	-3	2
Cc1ccc2[nH]cc(CCNC(=O)c3ccc([N+](=O)[O-])cc3)c2c1
→ 104	101	106	2	3	-24	-6	5	0	-2	8

(listing goes on)
Fields – RGS4-Gao reg	RGS8-Gao	RGS7-Gao reg	Bim-Bcl-B	Bcl-2 Bim block	Mcl1 Bid PPI	Bim-Mcl-1	Bfl-1 Bim block	Bcl-W Bim block	Bcl-XL Bim block	Mcl1 Noxa PPI
Cc1cc(C)n(-c2ncc(C#N)cn2)n1
→ 93	98	99	-5	0	-8	-1	-3	-1	-1	19
COc1cc2c(cc1NC(=O)c1ccco1)CCCC2
→ 97	100	99	-1	-3	-1	-2	-4	-4	-3	11
CCOc1cccc2cc(C(=O)NCc3cccnc3)c(=O)oc12
→ 100	99	102	3	6	-31	5	4	0	0	-14
Cc1cc(C)cc(OCC(=O)OCC(=O)NCCC2=CCCCC2)c1
→ 101	103	101	-6	-3	-6	-30	0	-11	-15	24
COc1ccc(C(=O)Nc2cccc(S(C)(=O)=O)c2)cc1
→ 106	103	?	0	-1	-6	1	-4	0	-2	-4
Cc1ccc(NC(=O)c2cc(=O)c3ccccc3o2)c(C)c1
→ 102	103	100	-8	-10	3	-4	-12	-4	-12	7
CCCOc1ccc(Cn2c(=O)oc3ccc(C)cc32)cc1OC
→ 103	102	101	-2	1	-1	0	-1	0	-3	2
CN(C)c1ccnc(Oc2ccc(C(C)(C)C)cc2)c1C#N
→ 93	94	92	2	0	-2	-1	1	-1	1	48
CCOC(=O)c1[nH]c(C)c(/C=N/O)c1C
→ 103	101	101	-3	-2	-41	0	-10	1	-1	-11
COc1ccc(S(=O)(=O)N(C)CC(=O)Nc2ccc(C)cc2)cc1OC
→ 102	100	101	0	-2	-4	1	-4	0	1	5
O=C(CN1C(=O)CSc2ccc(C(F)(F)F)cc21)Nc1ccccc1
→ 100	99	?	nt	nt	7	nt	nt	nt	nt	-3
CCOC(=O)CSc1nnc(-c2ccc3ncccc3c2)n1C
→ 106	106	?	nt	nt	-12	nt	nt	nt	nt	-2
COc1ccc(CCCc2nnc(SCC(=O)Nc3ncc(C)s3)o2)cc1
→ 99	100	99	-4	-1	0	0	-4	-3	-2	-4
COc1cc2cc(C(c3nnnn3C(C)(C)C)N3CCc4ccccc4C3)c(=O)[nH]c2cc1OC (centres undefined)
→ 96	96	97	-4	-2	7	-1	0	-3	-4	0
CCCc1nc(NCC2CCCO2)c2nnn(Cc3ccccc3)c2n1 (centres undefined)
→ 115	108	112	1	5	-4	6	4	3	0	-25
COC(=O)CCC(=O)NC(=S)Nc1ccc(S(=O)(=O)N2CCCC2)cc1
→ 103	100	95	-8	-4	-2	-3	-2	-1	-4	-1

Source: PubChem (several laboratories)
